High-throughput results from PubChem BioAssay.
mABHD4 FP – ABHD4 inhibitors, primary screen, biochemical, fluorescence polarization, mouse | inhibition, % at 8.92 µM | purified mABHD4, FP-Rh probe fluorescence polarization | 370,000 compounds, 0.54% hits | AID 720543, 2013 | (Lyso)-N-acylphosphatidylethanolamine lipase (Mus musculus), Q8VD66;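 active = inhibition exceeding the mean over every tested compound plus 3 SD, cut at about 30% in these data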;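 also: 0% = plate median of compound wells and 100% = S159A mutant with DMSO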
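Assay system: Wild-type mouse ABHD4 protein | Medium: HEPES pH 7.0 buffer, 150 mM NaCl, 0.01% Pluronic F-127 | Incubation: Enzyme–compound pre-incubation 45 min, then probe 60 min, both 25 °C | Technique: Fluorescence polarization with parallel and perpendicular emission, 525/598 nm | Evaluation: % inhibition of FP-Rh probe binding versus controls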
rCAG binder – binders of r(CAG) RNA repeats, primary screen, biochemical, fluorescence; inhibition, % at 3 µM; r(CAG) RNA repeat, TO-PRO-1 dye displacement fluorescence; AID 651821, 2012; 370,000 compounds, 1.3% hits;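 active = inhibition above the plate cutoff, the mean of all test compounds on that plate plus 3 SD, cut at about 35% in these data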;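 also: 0% = DMSO alone and 100% = 100 µM mitoxantrone as full dye displacement; higher means more dye released from RNA so lower well fluorescence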
SIAE inh – human SIAE inhibitors, primary screen, biochemical, fluorescence polarization, FP-Rh probe, 1536-well HTS | Sialate O-acetylesterase (Homo sapiens), Q9HAT2 | SIAE FP-Rh probe binding | inhibition, % at 9.66 µM | 370,000 compounds, 0.69% hits | AID 1053197, 2014;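 active = inhibition above a cutoff: mean of compounds within the control limits plus 3 SD of those, cut at about 17% in these data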;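 also: 0% = plate median of compound wells and 100% = probe without SIAE protein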
Target sequence (Q9HAT2 whole entry, looked up): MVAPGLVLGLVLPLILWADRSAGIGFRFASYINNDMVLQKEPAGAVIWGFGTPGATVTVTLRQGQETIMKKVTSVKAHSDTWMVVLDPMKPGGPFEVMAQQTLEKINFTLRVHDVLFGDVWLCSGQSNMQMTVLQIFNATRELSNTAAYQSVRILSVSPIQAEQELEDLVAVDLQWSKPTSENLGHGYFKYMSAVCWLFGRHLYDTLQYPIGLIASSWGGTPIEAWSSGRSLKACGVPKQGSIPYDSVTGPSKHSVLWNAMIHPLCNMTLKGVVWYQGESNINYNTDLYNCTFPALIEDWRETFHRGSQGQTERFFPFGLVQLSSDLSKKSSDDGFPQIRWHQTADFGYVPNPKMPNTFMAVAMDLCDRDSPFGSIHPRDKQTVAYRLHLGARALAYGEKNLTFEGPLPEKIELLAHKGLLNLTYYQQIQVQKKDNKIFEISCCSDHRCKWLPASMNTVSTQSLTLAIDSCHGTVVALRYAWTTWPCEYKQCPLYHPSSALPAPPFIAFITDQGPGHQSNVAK
TDP2 inh – human TDP2 enzyme inhibitors, primary screen, biochemical, epi absorbance, recombinant enzyme; Tyrosyl-DNA phosphodiesterase 2 (Homo sapiens), O95551; T5PNP hydrolysis, p-nitrophenol absorbance 415 nm; inhibition, % at 12.8 µM; 370,000 compounds, 0.34% hits; AID 720702, 2013;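 active = inhibition above the mean of all tested compounds plus 3 SD, set per campaign, cut at about 25% in these data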;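 also: 0% = DMSO with enzyme and 100% = buffer with substrate but no TDP2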
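System – recombinant human TDP2 · Amount – 120 nM TDP2 per well · Buffer or medium – Mg2+-containing Tris-HCl buffer, pH 7.5 · Reagent – T5PNP substrate, 5 mM · Dosing – 12.8 µM single point, 1% DMSO · Incubation – 2 h at 37 °C · Measured by – epi absorbance · Read-out basis – percent inhibition · Benchmarks – high control without enzyme, low control DMSO plus TDP2 · Repeats – singlicate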
GC-B act – human GC-B receptor activators, primary screen, HEK293 GC-B cells, cGMP TR-FRET, EC30 CNP; Atrial natriuretic peptide receptor 2 (Homo sapiens), P20594; 0% at EC30 CNP, 100% saturating CNP; activation, % at 10 µM; 370,000 compounds, 0.11% hits;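 active = activation at 10 µM reaching about 35% in either raw or pattern-adjusted values, limit read from the data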
MBD2 inh – inhibitors of MBD2 binding to methylated DNA, primary screen, biochemical, TR-FRET, DNA-binding domain, human; 370,000 compounds, 0.31% hits; inhibition, % at 4.4 µM; Methyl-CpG-binding domain protein 2 (Homo sapiens), Q9UBB5; MBD2 binding to methylated oligonucleotide; AID 686964, 2013; in the data active = inhibition above about 13%
LEDGF integ inh – blockers of LEDGF/p75-dependent integrase strand transfer – biochemical, TR-FRET, high throughput, primary screen. HIV-1 integrase (with human LEDGF/p75). inhibition, % at 3.7 µM. 370,000 compounds, 0.64% hits. AID 743269, 2014. TR-FRET IN-LEDGF/p75 DNA integration, Eu/Cy5;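 active = inhibition above the screen-wide mean plus 3 SD, cut at about 13% in these data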;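 also: signal is the Cy5 over europium emission ratio at 671 and 618 nm; 0% = plate median of compound wells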
PRMT1 inh – PRMT1 methyltransferase inhibitors, primary screen, biochemical, fluorescence polarization; AID 652257, 2013; 370,000 compounds, 1.3% hits; Protein arginine N-methyltransferase 1 (Homo sapiens), Q99873; recombinant PRMT1, activity-based probe fluorescence polarization; inhibition, % at 2.79 µM;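 active = inhibition above about 21% made by adding two undisclosed values, limit read from the data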
Target sequence (Q99873 whole entry, looked up): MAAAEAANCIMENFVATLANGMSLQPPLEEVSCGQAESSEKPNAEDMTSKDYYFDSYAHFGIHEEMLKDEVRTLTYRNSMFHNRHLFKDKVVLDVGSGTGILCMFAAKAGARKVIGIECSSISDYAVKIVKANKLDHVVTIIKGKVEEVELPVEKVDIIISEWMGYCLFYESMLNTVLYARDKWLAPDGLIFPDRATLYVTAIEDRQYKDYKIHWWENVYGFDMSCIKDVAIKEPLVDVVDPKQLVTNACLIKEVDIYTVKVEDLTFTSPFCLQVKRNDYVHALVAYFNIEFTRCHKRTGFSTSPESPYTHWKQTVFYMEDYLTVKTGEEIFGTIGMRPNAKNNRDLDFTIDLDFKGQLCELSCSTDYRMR
TCR-CD3 inh – inhibitors of human TCR-CD3 interaction, primary screen, biochemical, fluorescence, TAMRA-labeled TCR probe; 360,000 compounds, 0.37% hits; inhibition, % at 9.4 µM; T-cell receptor (TCR); in the data active = inhibition above about 19%;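 also: recombinant mutant TCR 2C K166C tagged with TAMRA read by polarization; 0% = receptor in buffer alone and 100% = receptor with positive control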
HTRA1 inhibitor – HTRA1 serine protease inhibitors, primary screen, biochemical, fluorescence polarization, HTS; Q92743; recombinant HTRA1, FP-rhodamine activity-based probe; inhibition, % at 5.96 µM; 340,000 compounds, 0.5% hits; in the data active = inhibition above about 36%;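 also: 0% = enzyme with DMSO and 100% = wells lacking enzyme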
Active calls of the source: *; . = no result given.

item	canonical_smiles	mABHD4 FP	rCAG binder	SIAE inh	TDP2 inh	GC-B act	MBD2 inh	LEDGF integ inh	PRMT1 inh	TCR-CD3 inh	HTRA1 inhibitor
1	CCOC(=O)CC(NC(=O)c1ccccc1F)c1ccc(C)cc1 (centres undefined)	2	-5	-1	15	-1	-1	-1	-4	-7	-4
2	CCOc1ccc(Cl)cc1-c1cc(C(=O)NC2CCCCC2)[nH]n1	-18	2	-11	5	11	-1	-2	2	-2	.
3	Cc1ccc(-c2nc3ccccc3s2)cc1NC(=O)c1cc(-n2cnnc2)ccc1Cl	-7	5	-5	3	-12	-3	-3	-2	5	-6
4	O=C(O)CCc1ccc(S(=O)(=O)Nc2cc(C(F)(F)F)ccc2N2CCCC2)cc1	11	21	-4	5	3	-3	4	1	4	-6
5	CC1Cc2ccccc2N1S(=O)(=O)c1cccc(C(=O)Nc2cccnc2)c1 (centres undefined)	-2	-1	-12	-9	-5	0	-10	4	1	-22
6	COc1ccc(NC(=O)N(C)[C@H]2C[C@H]3c4[nH]c5ccc(-c6ccc(OC)cc6)cc5c4CCN3C[C@H]2[C@H](C)O)cc1	5	15	2	-6	1	6	-3	7	-12	-1
7	O=C(CCN1C(=O)C2C3C=CC(C3)C2C1=O)NC1CCCCC1 (centres undefined)	88*	0	-2	15	3	1	1	2	7	-3
8	CC(C)(C)NC(=O)C1CCN(C(=O)c2ccco2)CC1	7	2	7	-4	1	2	1	3	-3	2
9	Cn1c(CSCc2ccc(Cl)c(Cl)c2)nnc1SCC(=O)Nc1nccs1	-3	-5	-2	6	-8	0	3	1	1	3
10	NC(=O)C1CCCN(C(=O)c2ccc3c(c2)NC(=O)CS3)C1 (centres undefined)	1	1	-4	7	-1	0	1	0	-2	4
11	COc1ccc(CNC(=O)Nc2ccc3c(c2)N(C)C(=O)CS3)cc1	-3	5	7	-13	-1	3	4	0	-4	-9
12	COc1ccc(CCNCC(C)c2ccccc2)cc1 (centres undefined)	8	-2	-3	2	-8	3	0	-3	5	-1
13	C=CCOC(=O)c1cc(-c2ccc(/C=C3\C(=O)NC(=O)C(C#N)=C3C)o2)ccc1Cl	12	63*	5	-4	-5	-2	10	25*	-1	-23
14	Cc1ccc(S(=O)(=O)N2[C@@H](c3ccc(F)cc3)C(C(=O)O)=CC[C@H]2c2cccc(Cl)c2)cc1	4	8	2	1	6	5	1	-2	-4	-8
15	CC(C)(C)OC(=O)NCc1ccc(CNC(=O)c2[nH]cnc2C(=O)Nc2ccccc2F)cc1	-10	6	-26	-5	-5	-4	-1	-5	-1	-49
16	CCCn1c(-c2cccc([N+](=O)[O-])c2)nc2c1c(=O)[nH]c(=O)n2Cc1ccccc1	-9	4	3	-10	23	-1	0	0	1	-2
17	CCCCn1c(-c2nonc2N)nc2ccccc21	0	-2	1	-3	7	6	-2	0	3	-17
18	CC(=O)N1CCc2c(sc(NC(=O)Cc3ccccc3)c2C#N)C1	7	0	-2	-13	6	1	-5	0	1	6
19	C/C=C(\C)C(=O)N1CCC(C(=O)c2ccccc2)CC1	-1	0	6	-4	0	-4	2	-2	1	0
20	Cc1ccc([N+](=O)[O-])cc1NC(=S)NC(=O)CC(C)(C)C	-2	0	-3	-12	-4	3	2	-7	-3	-4

Going on with the list.
item	canonical_smiles	mABHD4 FP	rCAG binder	SIAE inh	TDP2 inh	GC-B act	MBD2 inh	LEDGF integ inh	PRMT1 inh	TCR-CD3 inh	HTRA1 inhibitor
21	COc1ccc(OCC(=O)Nc2nc3cc4c(cc3s2)OCCO4)cc1	-36	14	-33	-10	5	2	-1	9	-3	-13
22	O=C(c1cc(COc2ccc(F)cc2F)on1)N1CCOCC1	5	-2	4	8	-7	0	-3	0	0	4
23	O=C(CC(c1ccccc1)c1ccccc1)Nc1ccc2c(c1)OCCO2	-15	4	-9	-18	-1	0	0	-3	2	-22
24	CCCCn1c(N)c(N(CC(C)C)C(=O)c2ccc(N(C)S(=O)(=O)c3ccc(C)cc3)cc2)c(=O)[nH]c1=O	-7	5	-2	-2	2	0	1	-3	-4	2
25	Cc1cccc(Nc2ncnc(N)n2)c1	5	0	-2	6	2	-4	0	-1	-1	-5
26	Cn1cnnc1SCc1ccc(C#N)cc1Cl	1	3	-3	4	0	-2	-1	1	-2	4
27	CCC(C)(C)NC(=O)Cn1c(-c2ccc(C)cc2)noc1=O	2	-1	5	8	-5	-1	0	0	-5	2
28	COc1ccc(C(=O)N2CCC3(CC2)NCCc2[nH]cnc23)cc1	-1	0	13	-4	3	-7	-1	-1	4	4
29	CCOc1ccccc1NC(=O)CCNC(=O)c1ccc(Cl)cc1	0	-5	16	-6	0	3	-6	2	-9	4
30	Cn1nnnc1SCc1ccc(F)cc1	-3	2	5	1	3	-5	4	-2	2	2
31	CCOC(=O)Cn1nc(-c2ccc(Cl)cc2)cc1N	2	3	8	5	4	-7	-2	0	0	6
32	O=C(NCCN1CCOCC1)C(=O)NCC1OCCN1S(=O)(=O)c1cc(F)ccc1F (centres undefined)	10	1	-5	7	2	4	-4	2	-4	9
33	C/C(=N/N=C1/NC(=O)CC(C(=O)O)S1)c1ccccc1 (centres undefined)	6	2	4	-14	5	0	2	-1	3	15
34	O=C(CCCCCN1C(=O)c2cccc([N+](=O)[O-])c2C1=O)Nc1ccccc1F	-2	2	3	-8	2	2	3	1	-12	6
35	O=C(NC(=S)N1CCN(c2ccc([N+](=O)[O-])cc2)CC1)c1ccccc1Cl	4	11	-1	-5	-6	1	-2	3	-5	-3
36	CCCNC(=O)c1sc2c(c1C(=O)Nc1ccccn1)CCCC2	-3	-1	1	4	-5	-3	-1	7	-3	-17
37	Cc1ccc(Cl)cc1NC(=O)C1CCCN1S(=O)(=O)c1ccc(-c2ccc(=O)[nH]n2)s1 (centres undefined)	-10	15	-10	2	-1	-4	3	-2	6	-24
38	Cc1ccc(C(=O)NCCSC(C)(C)C)cc1[N+](=O)[O-]	3	-6	-4	0	14	1	-1	-3	1	2
39	COc1ccc(Nc2nnc(-c3ccc(C(=O)NCCO)cc3)c3ccccc23)cc1	-37	3	-2	-14	-5	-4	0	1	-3	7
40	CCc1cc2ccc(C)cc2nc1SCC(=O)Nc1cc(OC)c(OC)cc1C(=O)O	19	45*	-4	3	0	4	1	5	-5	-7

Following part
item	canonical_smiles	mABHD4 FP	rCAG binder	SIAE inh	TDP2 inh	GC-B act	MBD2 inh	LEDGF integ inh	PRMT1 inh	TCR-CD3 inh	HTRA1 inhibitor
41	CC(C)(C(N)=O)c1ccccc1	-1	1	9	11	-3	0	0	1	2	0
42	C#CCNC(=O)C1=C[C@H](c2ccc(C#C)cc2)C[C@H](OCc2ccc(CO)cc2)O1	-7	13	-10	-2	-1	0	3	1	2	-39
43	COC(C[C@@H](O)[C@H](C)[C@@H](O)COCc1ccccc1)OC	11	-1	1	-14	6	3	3	0	2	1
44	O=c1[nH]c(SCCN2CCOCC2)nc(O)c1-c1ccccc1	-4	1	8	-2	-2	0	-7	0	3	9
45	CS(=O)(=O)CCC(C(=O)O)N1C(=O)c2ccc(Oc3ccc(Cl)cc3)cc2C1=O (centres undefined)	0	5	-1	22	0	-2	4	-4	-3	4
46	Cc1ccccc1CN1C(=O)c2ccccc2S(=O)c2ccc(C(=O)NCCCN3CCOCC3)cc21 (centres undefined)	2	-3	3	14	3	-4	0	-1	6	-2
47	Cc1ccc2[nH]c3c(=S)nc[nH]c3c2c1	0	3	8	4	6	-10	-1	7	1	2
48	CCOc1ccc(C(=O)N(CN2CCCC2=O)c2cccc(Cl)c2)cc1	0	-7	-6	-9	3	-1	-5	5	0	2
49	O=C(CN1C(=O)C2CCCCC2C1=O)OCn1nnc2ccccc2c1=O (centres undefined)	3	-1	2	2	0	-5	1	0	-2	3
50	CC1=NN(c2ccc(Br)cc2)C(=O)/C1=C/c1ccc(-c2ccccc2C(=O)O)o1	13	5	3	-10	-2	-5	4	1	8	6
51	O=C1CCC(/C=C/c2ccccc2)=NN1	-11	-1	-9	-7	-1	-1	7	-5	-3	6
52	COC(=O)[C@]1(C#N)CC(=O)N(Cc2ccc(Cl)cc2)[C@@H]1c1ccccc1	0	0	1	-4	-6	-2	-2	-3	.	.
53	CC1CCCN(C(=O)C2(NC(=O)Nc3cccc(F)c3)CCCCC2)C1 (centres undefined)	5	-1	-3	8	-8	-4	-6	3	0	0
54	COCc1cc(CNC(=O)C2CCC(=O)N(Cc3cccc(OC)c3)C2)[nH]n1 (centres undefined)	-3	0	7	-2	2	-5	-3	1	4	-2
55	CC(Sc1nnc(Nc2ccccc2)s1)C(=O)Nc1nc(-c2ccccc2)cs1 (centres undefined)	-3	7	22*	0	-2	-5	-3	-3	-1	-18

Not all compounds are listed; rates above refer to the full screens.
